Hep lipid drop – hepatic lipid droplet formation modulation. AML12 mouse hepatocytes, oleate lipid droplets, BODIPY imaging. inhibition, % at 6.5 µM. actives 0.4% (n = 240,000);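 active means lipid droplet intensity inhibited by at least 50%, with more than 500 cells counted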
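Material: mouse AML12 hepatocyte cell line, fixed after treatment; Timing: compound with oleate, overnight; Technique: high-content imaging of BODIPY-stained droplets and DAPI nuclei; Probe or stimulus: oleate, 100 µM final; Dosing: compound at 6.5 µM only.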
West Nile virus CPE – inhibition of WNV-induced cytopathic effect – cell-based, CPE readout (AID 1621). West Nile virus-infected cells, CPE inhibition; higher % means a stronger effect. one-dose CPE inhibition, % at 10 µM; IC50 in µM for titrated hits. actives 0.02% (n = 290,000); in the data active means a potency from the dose series; further: strong numbers were not always called active
Insulin prom up – MIN6 insulin promoter up-regulation. MIN6 insulin promoter-GFP reporter, high-content imaging; active compounds read high. z-score at 5 µM. actives 0.3% (n = 190,000). AID 1625;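 active means z-score above 3 at 5 µM with at least 500 cells counted in the well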
T cell modulator – T cell immune modulators affecting CD8 T cell-vesicle binding; actives 0.068% (n = 330,000); 2C CD8+ T cell-vesicle binding, flow cytometry; active compounds read low; calls only at 7 µM;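 active means response, share of CD8 T cells binding vesicles, and their 90th percentile fluorescence all below set limits, cut at about 80% in these data, passing the limit was not always enough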
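Also added: QL9-peptide-loaded Drosophila micro-vesicles bearing Ld, ICAM-1 and B7-1; Test system: purified 2C TCR transgenic mouse naive CD8+ T cells; Measured by: cytometric PE anti-B7-1 and Alexa647 anti-CD8 signals after 1% paraformaldehyde fixation; Timing: binding step 1.5 h, 37 °C, antibody labelling 20 min, ice.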
b-catenin transl – modulators of beta-catenin nuclear translocation. nuclear translocation activity, % at 5 µM. AID 1665. HeLa beta-catenin nuclear translocation, immunofluorescence imaging. actives 0.3% (n = 190,000);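 active means nuclear translocation activity above 50% at 5 µM, with a well cell count of 50 or more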;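 further: per-cell ratio of nuclear to cytoplasmic median beta-catenin stain intensity; plate controls were DMSO negative control for no effect and GSK-3 inhibitor IX positive control for full effect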
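Technique: fluorescence imaging of beta-catenin antibody stain plus DAPI / Material: human HeLa cell line / Incubation: compound treatment 24 h, 37°C, 5% CO2 / Read-out basis: % activation of per-cell nuclear versus cytoplasmic median beta-catenin signal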
Myeloid diff 2 – promotes myeloid progenitor differentiation | AID 624256 | actives 1% (n = 360,000) | ER-HoxA9 myeloid progenitors, lysozyme-GFP differentiation, flow cytometry | calls only at 10 µM;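 active means normalized GFP-positive differentiation at or above the plate's own cutoff, the solvent-only control mean plus 3 SD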;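 further: cells exposed to compound for four days before flow analysis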
WT yeast gro inh – growth inhibition of WT yeast, mitochondrial fusion screen; mitochondrial fusion phenotypic screen, WT strain; AID 1362; actives 2.1% (n = 190,000); inhibition, % at 10 µM; in the data active means inhibition above about 58%; tested in S. cerevisiae
MT stabilize HCS – stabilizes microtubules in HeLa cells. HeLa tubulin immunostaining HCS, 24 h; share of cells brighter than vehicle mean+2SD. % tubulin-high responders, % at 10 µM. actives 0.83% (n = 200,000). AID 2205;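 active means plate Z-score above 3 for both tubulin-high and condensed-nucleus cell shares, with cell loss under 80%, at 10 µM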;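 further: anti alpha tubulin signal scored within the nucleus-defined area of each cell; some results filed as inactive read as strong as hits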
Autophagy HCS – autophagy modulation, high-content screen; actives 0.98% (n = 190,000); calls only at 10 µM (by protocol); MEF GFP-LC3 puncta imaging; test concentration mostly 10 µM;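 active means percentage of spot-positive cells more than 3 SD above its plate mean, without a fluorescence outlier flag or 80% toxicity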;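 further: spot-positive cell cutoff set from DMSO-treated cells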
WT yeast gro inh mutant strain – recorded beside WT yeast gro inh, whose call it bears; inhibition, %; mitochondrial fusion phenotypic screen, mutant strain inhibition
Insulin prom up cell count – also measured in Insulin prom up; calls as there; cell count; measured here: cytotoxicity, nuclei count;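 total cells summed across four imaged fields per well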
Hep lipid drop cells 6.5 µM – further read-out of Hep lipid drop, marked with its call; cell count; measured here: cell count, cytotoxicity flag;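 cells counted across two imaged fields per well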
b-catenin transl cell count 5 µM – second read-out of b-catenin transl, no call of its own (marks repeat the call); cell count; measured here: cell count, cytotoxicity flag
T cell modulator vesicle-bound % – also measured in T cell modulator; calls as there; double positive events, %; measured here: CD8+ vesicle-bound cell fraction;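 binding gate set so that unloaded-vesicle control wells show 10% double positive cells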
MT stabilize HCS Hoechst-high % – also measured in MT stabilize HCS; calls as there; % Hoechst-high responders; measured here: nuclear condensation Hoechst responders;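 share of cells brighter than vehicle mean plus two SD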
MT stabilize HCS cytotoxicity % – second read-out of MT stabilize HCS, no call of its own (marks repeat the call); toxicity, %; measured here: cytotoxicity by cell density;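 0% = mean cell density of plate MIN control wells and 100% = no cells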
Autophagy HCS cell loss 18 h – further read-out of Autophagy HCS, marked with its call; toxicity, %; measured here: cell loss, nuclei count;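 cell loss after 18 h compound exposure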
Myeloid diff 2 GFP+ MAC1+ % – further read-out of Myeloid diff 2, marked with its call; GFP+ MAC1+ double positive, %; measured here: differentiation confirmed by MAC1 staining
* marks the source's active call; other numbers are inactive results; i = inactive; . = not tested or not shown.

SMILES	Hep lipid drop	Hep lipid drop cells 6.5 µM	West Nile virus CPE	Insulin prom up	Insulin prom up cell count	T cell modulator	T cell modulator vesicle-bound %	b-catenin transl	b-catenin transl cell count 5 µM	Myeloid diff 2	Myeloid diff 2 GFP+ MAC1+ %	WT yeast gro inh	WT yeast gro inh mutant strain	MT stabilize HCS	MT stabilize HCS Hoechst-high %	MT stabilize HCS cytotoxicity %	Autophagy HCS	Autophagy HCS cell loss 18 h
CCCn1c(NC(=O)C2COc3ccccc3O2)nc2ccccc21 (stereo unspecified)	-15	652	0.7%	-0.2	1245	i	16	.	.	i	1.6	3	10	1.9	1.9	19	i	7
Cc1cccc(CCNC(=O)CC2C(=O)NCCN2Cc2ccccc2C)n1 (stereo unspecified)	-8	563	-0.7%	.	.	i	36	.	.	i	0.4	.	.	.	.	.	.	.
CCN(CC)CCn1c(-c2ccc(C)cc2)nc(=S)c2c1CC(C)(C)OC2	-20	750	-0.6%	.	.	i	60	-2.3	1049	i	0.4	.	.	.	.	.	.	.
CC12CCC(C(=O)Nc3cccnc3)(CC1=O)C2(C)C (stereo unspecified)	-12	677	0.2%	0.1	1363	i	48	.	.	i	0.6	-3	9	2.6	3.5	20	i	4
CS(=O)(=O)N(Cc1ccccc1)c1ccc(C(=O)NCCSc2ccccn2)cc1	15	676	-0.4%	0.23	1495	i	37	-0.9	1050	i	0.3	7	-6	2.5	2.2	3.8	i	-13
COc1cc2c(cc1OC)CN(C(=O)COc1ccc(C)c(C)c1)CC2	10	728	-0.3%	-0.88	1243	i	62	.	.	i	0.8	7	4	1.9	1.5	40	i	-7
CCOc1ccccc1NC(=O)CSC1=C(C#N)C(c2ccco2)C(C(=O)Nc2nc3ccccc3s2)=C(C)N1 (stereo unspecified)	8	655	-1.2%	-1.3	1209	i	48	5.2	1118	i	1.1	-10	1	3.6	2.9	11	i	4
O=C(Nc1ccc2sccc2c1)c1ccc(Cl)s1	-12	692	-0.5%	1.3	1798	i	42	-0.9	1121	i	1.7	-23	-4	2.4	2.2	5.5	i	-15
CC(C)c1ccc(N(C(=O)c2ccco2)C(C(=O)NC2CCCC2)c2cccnc2)cc1 (stereo unspecified)	-18	761	-1.5%	.	.	i	19	.	.	i	1.3	.	.	.	.	.	.	.
CCOC(=O)Cc1csc(NC(=S)NC(=O)c2ccccc2)n1	9	629	-0.2%	-0.1	1272	i	30	0.7	902	i	0.3	23	-5	4.1	2.6	3.6	i	12
CCOC(=O)CSC1=C(C#N)C(c2ccc(C)s2)CC(=O)N1 (stereo unspecified)	.	.	1.1%	-3.1	725	i	12	43	800	i	4.2	3	-5	31*	19*	69*	i	38
CCN(Cc1ccccc1)C(=O)/C=C/c1ccccc1[N+](=O)[O-]	-3	632	-1.2%	-0.07	1503	.	.	0.3	1140	i	0.8	-3	-19	5.1	1.5	5.0	i	13
Cc1nnc(SCc2nc3ccccc3[nH]2)s1	.	.	0.1%	0.06	1512	i	45	-0.5	1328	i	0.8	-13	-21	2.5	3.1	6.3	i	3
CCCn1c2ccccc2c2cc(C(=O)O)ccc21	.	.	.	0.63	952	i	22	.	.	i	1.3	18	14	4.0	3.9	9.1	i	-6
CS(=O)(=O)N1CCN(C(=O)COc2ccc3ccccc3c2)CC1	-31	626	0.0%	-1.3	955	i	51	-0.9	1295	i	0.1	.	.	.	.	.	.	.
Cc1ccc(C)c(N(C(=O)c2csnn2)C(C(=O)NC2CCCC2)c2cccnc2)c1 (stereo unspecified)	-10	776	-0.2%	.	.	i	60	.	.	i	0.3	.	.	.	.	.	.	.
CCOc1ccc(Nc2nc(N)nc(CSC(=S)N3CCOCC3)n2)cc1	2	772	-0.6%	-0.25	1155	i	27	0.1	1304	i	0.3	.	.	.	.	.	.	.
CCOc1ccc(C(=O)N(CN2CCCC2=O)c2cccc(Cl)c2)cc1	-21	728	-1.3%	-0.78	1253	i	40	-1.6	1084	i	0.7	5	4	5.1	2.0	9.7	i	8
CC(C)CN1CN(Cc2ccco2)CNC1=S	-2	599	-0.7%	0.04	1299	i	5	0.0	1036	i	0.7	5	10	4.7	1.7	5.7	i	-5
Cc1cc(OC(F)F)ccc1NC(=O)Nc1ccc([N+](=O)[O-])cc1	-15	665	0.1%	-2.1	1070	i	38	6.3	975	i	1.3	12	-2	4.9	1.8	4.2	i	-7
CC1CCCC(C)N1CCCNC(=O)c1nn(C)c2c1CSc1ccccc1-2 (stereo unspecified)	-35	680	3.0%	.	.	i	22	.	.	i	5.3	.	.	.	.	.	.	.
CN(CC(=O)Nc1cccc(F)c1)C(=O)C1CC(=O)N(Cc2ccccc2)C1 (stereo unspecified)	5	835	-0.2%	.	.	i	13	.	.	i	0.8	.	.	.	.	.	.	.
COc1cccc(C(=O)O/N=C(\N)c2ccc(C)cc2)c1	-2	809	3.2%	.	.	i	54	.	.	i	0.6	.	.	.	.	.	.	.
Cn1c(CN2CCOCC2)nnc1SCC(=O)NC1CCCCC1	-25	725	0.2%	.	.	i	7	-1.4	535	i	0.8	-9	3	2.6	1.2	4.4	i	5

Laid out differently: two of the compounds above
> CS(=O)(=O)N(Cc1ccccc1)c1ccc(C(=O)NCCSc2ccccn2)cc1
- Hep lipid drop = 15
- Hep lipid drop cells 6.5 µM = 676
- West Nile virus CPE = -0.4%
- Insulin prom up = 0.23
- Insulin prom up cell count = 1495
- T cell modulator = i
- T cell modulator vesicle-bound % = 37
- b-catenin transl = -0.9
- b-catenin transl cell count 5 µM = 1050
- Myeloid diff 2 = i
- Myeloid diff 2 GFP+ MAC1+ % = 0.3
- WT yeast gro inh = 7
- WT yeast gro inh mutant strain = -6
- MT stabilize HCS = 2.5
- MT stabilize HCS Hoechst-high % = 2.2
- MT stabilize HCS cytotoxicity % = 3.8
- Autophagy HCS = i
- Autophagy HCS cell loss 18 h = -13
> COc1cc2c(cc1OC)CN(C(=O)COc1ccc(C)c(C)c1)CC2
- Hep lipid drop = 10
- Hep lipid drop cells 6.5 µM = 728
- West Nile virus CPE = -0.3%
- Insulin prom up = -0.88
- Insulin prom up cell count = 1243
- T cell modulator = i
- T cell modulator vesicle-bound % = 62
- b-catenin transl = .
- b-catenin transl cell count 5 µM = .
- Myeloid diff 2 = i
- Myeloid diff 2 GFP+ MAC1+ % = 0.8
- WT yeast gro inh = 7
- WT yeast gro inh mutant strain = 4
- MT stabilize HCS = 1.9
- MT stabilize HCS Hoechst-high % = 1.5
- MT stabilize HCS cytotoxicity % = 40
- Autophagy HCS = i
- Autophagy HCS cell loss 18 h = -7

The results go on.
SMILES	Hep lipid drop	Hep lipid drop cells 6.5 µM	West Nile virus CPE	Insulin prom up	Insulin prom up cell count	T cell modulator	T cell modulator vesicle-bound %	b-catenin transl	b-catenin transl cell count 5 µM	Myeloid diff 2	Myeloid diff 2 GFP+ MAC1+ %	WT yeast gro inh	WT yeast gro inh mutant strain	MT stabilize HCS	MT stabilize HCS Hoechst-high %	MT stabilize HCS cytotoxicity %	Autophagy HCS	Autophagy HCS cell loss 18 h
CC(C)(C)n1nnnc1C(c1cccc(C#N)c1)N1CCCc2ccccc21 (stereo unspecified)	.	.	-0.7%	0.47	1300	i	28	-9.0	1009	i	11	28	9	5.9	2.2	18	i	14
Cc1occc1C(=O)O/N=C(\N)c1ccccc1	0	683	0.2%	0.09	1056	i	32	1.1	1340	i	0.6	.	.	.	.	.	.	.
CCOC(=O)N1CCN(c2ncnc3c2[nH]c2ccc(OC)cc23)CC1	.	.	-0.1%	-0.23	1325	i	28	8.9	1324	i	0.5	-5	-1	4.5	2.6	5.3	i	0
O=C(CSc1nnc(-c2ccco2)n1-c1ccccc1)N1CCOCC1	0	705	-0.2%	.	.	i	50	.	.	i	4.2	0	-6	3.2	0.3	77	i	-5
CN1CCN(S(=O)(=O)c2cccc(C(=O)N(Cc3nnc(-c4ccccc4Cl)o3)C3CC3)c2)CC1	-7	811	-0.1%	.	.	i	8	.	.	i	0.9	.	.	.	.	.	.	.
Cc1n[nH]c(=O)n1-c1ccc(C(C)(C)C)cc1	-15	627	-0.5%	-0.05	1294	i	53	-0.8	1063	i	0.4	-19	9	6.7	2.2	7.7	i	5
CCC(=O)Nc1sc(C(=O)Nc2ccccc2OC)c(C)c1C(=O)OC	12	720	1.0%	-0.17	1557	i	33	0.2	1600	i	0.5	-7	-1	0.8	1.4	3.6	i	-1
CC1CCC(C(=O)c2c(O)c3ccccc3oc2=O)CC1 (stereo unspecified)	.	.	-0.1%	0.53	981	i	49	.	.	i	0.7	12	17	3.4	2.8	8.1	i	2
Cc1cc(OC(=O)c2ccc(Cl)cc2Cl)nc(C)n1	.	.	-0.2%	.	.	i	50	.	.	i	1.8	13	6	3.1	1.6	6.0	i	-24
COc1cc(NC(=O)c2cccs2)c(C(=O)OCC(=O)c2cc(C)n(-c3ccccc3)c2C)cc1OC	-10	653	1.4%	0.72	1176	i	41	-2.9	521	i	0.6	-6	-11	2.3	3.1	4.8	i	3
CCCNC(=O)COC(=O)c1cc(C)nc2ccccc12	-8	684	-0.1%	1.8	1304	i	22	-0.9	1065	i	0.4	-14	15	2.4	2.8	10	i	17
CCc1ccc(NC(=O)CN2CCc3ccccc3C2)cc1	10	782	-0.2%	.	.	i	30	.	.	i	0.9	16	29	3.1	1.7	4.5	i	3
CCn1c(O)c(N=NC(=O)C2C(=O)NCC2c2ccccc2)c2ccccc21 (stereo unspecified)	-22	586	0.2%	0.08	1441	i	11	-0.5	1093	i	0.2	1	9	3.5	2.1	5.2	i	-6
Cc1cc(C)c(C#N)c(Sc2ccccc2N)n1	-2	703	-0.9%	-0.51	1317	i	50	-1.2	1133	i	0.8	5	7	5.6	3.2	12	i	-3
O=C(CSc1ncnc2c1cnn2-c1ccc(Cl)cc1)NCc1ccc2c(c1)OCO2	1	670	0.5%	0.01	1378	i	34	0.6	931	i	0.4	-5	-11	2.4	1.9	3.7	i	-8

Source: PubChem
